# Assay outcomes: PubChem BioAssay, National Center for Advancing Translational Sciences (NCATS)
# HCV inh = qHTS Assay for Inhibitors of Hepatitis C Virus (HCV) | Potency, µM (doses to about 41.8 µM), inactives show at the top dose activity change, negative = inhibition, most hits filed as inhibitors | 3.4% of 340,000 active | AID 651820, 2012 | Huh7.5.1 HCVcc-Cre infection, luciferase reporter, 44 h; also: potency is read from the fitted curve at half-maximal effect; % is scaled to controls: 0 for no effect and ±100 for the full control effect
#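 Reporter virus HCVcc-Cre (~0.5 moi) infects cells exposed to compound; seeding density 1,000 cells/well with 4 h settling beforehand. Luminescence, 15 sec read, taken 44 h post-infection following a 15 min RT substrate incubation.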
# Shiga toxin inh = A qHTS for Small Molecule Inhibitors of Shiga Toxin. Vero cells, Shiga toxin protein synthesis inhibition reporter. 9.2% of 290,000 active. inhibition, % at 38.7 µM; in the data active = inhibition mostly above about 28%, no sharp cut-off; inactive = mostly below about 43%; also: 0% is about no effect
# Pf growth 48h = Primary qHTS for delayed death inhibitors of the malarial parasite plastid, 48 hour incubation; P. falciparum luciferase growth in erythrocytes, 48 h; Potency, µM (series often up to 28.7 µM), for the others: at the highest dose activity change, negative = inhibition, most hits filed as inhibitors; 5.9% of 310,000 active; also: potency is read from the fitted curve at half-maximal effect; % is scaled to controls: 0 for no effect and ±100 for the full control effect
#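 Luciferase-expressing P. falciparum in infected erythrocytes (2% hematocrit, 0.1% parasitemia final) in RPMI 1640/0.5% Albumax were exposed to compound for 48 hours at 37 C, 5% CO2; growth read as luminescence.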
# Pf growth 96h = Primary qHTS for delayed death inhibitors of the malarial parasite plastid, 96 hour incubation. P. falciparum luciferase reporter growth, 96 h. Potency, µM (titrated, usually from 28.7 µM), for the others: at the highest dose activity change, negative = inhibition, usual class: inhibitors. 6.9% of 320,000 active; also: potency is read from the fitted curve at half-maximal effect; % is scaled to controls: 0 for no effect and ±100 for the full control effect
#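 Cell-based qHTS: luciferase-tagged P. falciparum in erythrocytes (2% hematocrit, 0.05% parasitemia final) incubated with compounds for 96 hours, 37 C, 5% CO2; luciferase detection reagent then added and luminescence measured.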
# Cycloheximide cs = Cycloheximide Counterscreen for Small Molecule Inhibitors of Shiga Toxin; max response, %; 12% of 300,000 active; cell reporter, cycloheximide protein synthesis inhibition counterscreen; AID 2314, 2010; in the data active = max response mostly above about 13%, no sharp cut-off; inactive = mostly below about 14%; also: read at 38.3 µM for the half of the compounds with a filed dose; 0% is about no effect
# LmPK inhibitor = qHTS Assay for Inhibitors of Leishmania Mexicana Pyruvate Kinase (LmPK); Q27686; purified LmPK, Kinase-Glo ATP luminescence, 1 h; Potency, µM (series often up to 57.5 µM), for inactives: at the top dose activity change, negative = inhibition, usual class: inhibitors; 0.37% of 290,000 active; AID 1721, 2009; also: potency is read from the fitted curve at half-maximal effect; % is scaled to controls: 0 for no effect and ±100 for the full control effect
# Target sequence (Q27686 whole entry, looked up): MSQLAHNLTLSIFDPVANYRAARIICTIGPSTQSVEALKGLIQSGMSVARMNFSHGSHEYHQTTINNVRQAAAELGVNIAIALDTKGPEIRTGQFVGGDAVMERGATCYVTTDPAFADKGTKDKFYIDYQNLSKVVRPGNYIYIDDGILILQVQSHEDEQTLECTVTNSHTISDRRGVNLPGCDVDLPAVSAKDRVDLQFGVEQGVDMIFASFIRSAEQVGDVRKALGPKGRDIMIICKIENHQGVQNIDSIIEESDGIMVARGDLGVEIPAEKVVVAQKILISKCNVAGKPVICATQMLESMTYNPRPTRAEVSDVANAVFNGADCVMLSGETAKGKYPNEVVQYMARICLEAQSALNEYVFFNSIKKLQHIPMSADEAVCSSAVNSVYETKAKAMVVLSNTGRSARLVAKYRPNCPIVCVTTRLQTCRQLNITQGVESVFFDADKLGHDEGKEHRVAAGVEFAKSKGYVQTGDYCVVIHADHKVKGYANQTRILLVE
#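 Purified LmPK (0.1 nM) converted ADP (0.1 mM) to ATP with PEP (0.5 mM) in imidazole buffer pH 7.2 with KCl and MgCl2, 1 h at room temperature. ATP was read by Kinase-Glo luminescence; data normalized to uninhibited and no-enzyme controls.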
# TbPYK inhibitor = qHTS of Trypanosoma Brucei Inhibitors | pyruvate kinase (Trypanosoma brucei), Q57TT1 | TbPYK enzyme, Kinase-Glo Plus ATP luminescence, 45 min | Potency, µM (doses to about 76.8 µM), for the others: at the highest dose activity, negative = inhibition, most hits filed as inhibitors | 0.12% of 410,000 active | AID 624173, 2012; also: potency is read from the fitted curve at half-maximal effect; % is scaled to controls: 0 for no effect and ±100 for the full control effect; nearly all actives have a fitted effect of over 50% in size
#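 Luminescence from Kinase-Glo Plus, added after a 45-minute room-temperature reaction, served as the end-point read-out. The enzyme and substrate were preincubated with compound before ADP (130 uM final) initiated turnover. Concentration-effect curves came from normalized qHTS data.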
# Numbers without * were called inactive; u = inconclusive; x = no result given; & = joins results of further samples; [ ] = another dose, or the depositor's remark. Unless noted, calls follow the shape of the dose curve; as a rule, active = well fitted curve in the direction sought with a large enough effect; inconclusive = small, poorly fitted or top-dose-only effect, or another doubt; inactive = no such curve, though single readings can be large; an effect the other way counts as inactive or inconclusive. Hits appear at their usual frequency; overall some 24% were active at least once.
SMILES,HCV inh,Shiga toxin inh,Pf growth 48h,Pf growth 96h,Cycloheximide cs,LmPK inhibitor,TbPYK inhibitor
Clc1ccc(OCc2nn3c(-c4ccco4)nnc3s2)c(Cl)c1,-25.8%,23.9,u,x,6.9,1.6%,0.8%
COc1ccc2ccccc2c1/C=N/N1C(=O)CSC1=S,u,1.5,12.4%,-1.1%,0.1,6.8%,-8.1%
COc1ccc(-c2noc(CSc3nc4sc(C)c(C)c4c(=O)n3-c3ccccc3)n2)cc1,-5.8%,-10.4,6.0%,32.9%[activator],-2.3,0.2%,-5.0%
CCN(CC)CCCn1c2c(c(SCC(=O)Nc3ccc4c(c3)OCCO4)nc1=O)CCC2,-23.3%,x,-3.0%,u,x,x,-8.3%
Cc1ccc(C2=NS(=O)(=O)N(C)C(C(=O)NCc3cccs3)=C2)cc1,-12.7%,-4.0,19.1%,-5.1%,1.0,1.3%,-2.9%
O=C(CCC(=O)Nc1ccc(Br)cc1)N/N=C/c1ccc(F)cc1,10.9%,-7.4,4.6%,6.6%,-1.8,1.1%,-0.9%
CC1=CC(=O)c2ccccc2C1=O,-6.3%,17.0,u,15.1µM*,6.7,2.4%,0.5%&-8.7%&2.8%
COc1ccc(C2Nc3ccccc3C(=O)N2c2ccccc2)cc1CSc1ccccn1 (stereo unspecified),12.9%,1.9,u,u,7.9,0.1%,3.5%
Cc1cccc(C(=O)Nc2ccccc2C(=O)Nc2ccc(C(=O)O)cc2)c1,15.6%,-5.1,-2.0%,0.3%,-0.2,-0.2%,2.8%
COc1cccc(NC(=S)N(Cc2ccco2)C(C)c2ccco2)c1 (stereo unspecified),8.7%,-1.4,18.6%,u,-1.2,1.7%,-3.5%
Cc1ccc(C(=O)OCC(=O)NCc2cc(C)c(O)c(C)c2)cc1S(=O)(=O)N1CCCCC1,u,x,8.28µM*,14.7µM*,x,x,3.2%
CC(Sc1nnc(C2CC2)n1-c1ccccc1)C(=O)N1CCNC1=O (stereo unspecified),1.5%,x,23.3%,-12.4%,x,x,-3.3%
CCC(C)NC(=O)Cn1cnc2sc(C)c(S(=O)(=O)N3CCN(c4ncccn4)CC3)c2c1=O (stereo unspecified),-2.6%,3.6,-12.6%,12.2%,0.5,0.7%,2.0%
CCOC(=O)c1sc2nc(CC(=O)OC)nc(NCCN(CC)CC)c2c1C,11.2µM*,-7.5,x,u,-2.9,7.9%,-0.6%
Cc1nnc(NC(=O)CN2CCN(Cc3ccc(F)cc3Cl)CC2)s1,-2.5%,-3.6,7.2%,-15.1%,-1.2,-3.7%,2.2%
CCN(CC)CCCN(Cc1cc2cc(OC)ccc2[nH]c1=O)C(=O)Nc1ccc(F)cc1,u,-17.1,x,-16.1%[5.75 µM],-6.0,-2.6%,-1.1%
CCCCNC(=S)N/N=C/c1sccc1C,-24.6%,35.8,u,u,8.5,3.4%,-1.1%
CCOc1ccc(CCNC(=O)CSc2cc(=O)n(CC)c3ccccc23)cc1OCC,-20.9%,-10.2,u,-14.5%,-3.0,3.0%,6.4%
O=C(COc1ccc(F)cc1)N1CCCc2ccccc21,0.5%,44.2,-1.9%,-0.4%,11.3,-0.5%,7.7%
O=S(=O)(/N=C(/Nc1nc2ccccc2s1)c1ccccc1)c1ccccc1,13.0%,x,122.8%[activator],107.5%[activator],x,x,-6.1%

# Structures listed so far with a furan ring, fused or not:
SMILES,HCV inh,Shiga toxin inh,Pf growth 48h,Pf growth 96h,Cycloheximide cs,LmPK inhibitor,TbPYK inhibitor
Clc1ccc(OCc2nn3c(-c4ccco4)nnc3s2)c(Cl)c1,-25.8%,23.9,u,x,6.9,1.6%,0.8%
COc1cccc(NC(=S)N(Cc2ccco2)C(C)c2ccco2)c1 (stereo unspecified),8.7%,-1.4,18.6%,u,-1.2,1.7%,-3.5%

# (further entries)
SMILES,HCV inh,Shiga toxin inh,Pf growth 48h,Pf growth 96h,Cycloheximide cs,LmPK inhibitor,TbPYK inhibitor
O=c1[nH]c2ccccc2n2c(-c3ccncc3)nnc12,22.8%,-11.4,25.4%,17.3%,7.8,-1.6%,-2.1%
Cc1ccc2cccc(OCc3cccc([N+](=O)[O-])c3)c2n1,u,7.5,-20.9%,u,-1.0,-3.2%,1.9%
N#CC1(c2ccccc2)CCC(=O)N1Cc1ccccc1 (stereo unspecified),32.4%[activator],-2.3,4.7%,14.5%,0.1,-2.0%,-0.6%
O=C(CN(CCc1ccccc1)C(=O)CN1C(=O)COc2ccccc21)NCc1ccco1,6.1%,14.4,-16.6%,x,8.1,-3.4%,-10.2%
COc1ccc(CN2CCc3c([nH]c4ccccc34)C2)cc1Br,-22.0%,-8.0,u,-19.9%,0.4,-1.0%,1.8%
COC(=O)c1ccc(NC(=O)Nc2ccc(OC)cc2)cc1,-14.0%,60.0*,-24.7%,-12.7%,23.7,4.6%,0.7%
Brc1ccc2[nH]c3c(N4CCc5ccccc5C4)ncnc3c2c1,3.55µM*,71.6*,1.65µM*,x,49.3*,1.0%,-8.7%
O=C(Nc1ccc2ncccc2c1)c1ccccc1Cl,26.8%,7.4,-1.7%,3.7%,-2.0,2.5%,-5.1%
O=C(NCCOc1ccccc1F)C1CCC(=O)N(CC2CCCCC2)C1 (stereo unspecified),3.0%,4.5,-12.8%,13.2%,-1.8,-3.3%,-1.8%
Cc1nc(C#N)c(NCc2ccc3c(c2)OCO3)o1,3.1%,-3.9,27.2%,x,-1.7,-1.6%,-3.0%
O=C(NC(=S)NCc1ccccc1)c1cccc(Cl)c1,-20.4%,2.2,-9.6%,-34.3%,-2.3,-1.2%,-10.4%
CCN1C(=O)CC(Sc2ccccc2C(=O)O)C1=O (stereo unspecified),7.9%,-23.3,-81.3%,x,-4.8,2.2%,-14.2%
N[C@@H](Cc1ccc(O)cc1)c1nnc([C@H](CO)NC(=O)C2CCNCC2)o1,20.6%,-10.5,2.1%,22.7%,-2.2,4.7%,-0.5%
Cc1cc(C(=O)N/N=C/c2ccc[nH]2)no1,u,44.7,13.9%,69.2%[activator],19.9,1.8%,-3.6%
CCCn1nnc(NC(=O)/C=C/c2ccccc2)n1,-2.1%,51.9,0.0%,14.7%,16.7*,0.5%,-6.4%
Cc1cc(C)c(NC(=O)C(=O)NCc2ccco2)c(C)c1,9.6%,-8.2,18.5%,u,14.2,-5.2%,-4.3%
O=C(CCc1nnc(-c2ccc3c(c2)OCO3)o1)NC(c1cccnc1)C(F)(F)F (stereo unspecified),8.7%,8.1,u,u,-3.5,9.6%,-0.6%
COc1ccccc1NC(=O)CCCC(=O)OCC(=O)c1ccc(F)cc1,20.4%,2.9,-9.8%,-2.9%,1.5,-1.1%,-14.1%
CCc1ccccc1NS(=O)(=O)c1ccc(OC)c2ncccc12,-18.4%,-5.5,11.9%,u,-2.4,10.0%,0.0%&1.1%
O=C(Cc1ccc(Cl)cc1)Nc1ccc(S(=O)(=O)N2CCOCC2)cc1,-5.9%,-1.8,u,6.1%,-4.8,3.6%,1.8%

# Next section, starting with the last 2 of the part before.
SMILES,HCV inh,Shiga toxin inh,Pf growth 48h,Pf growth 96h,Cycloheximide cs,LmPK inhibitor,TbPYK inhibitor
CCc1ccccc1NS(=O)(=O)c1ccc(OC)c2ncccc12,-18.4%,-5.5,11.9%,u,-2.4,10.0%,0.0%&1.1%
O=C(Cc1ccc(Cl)cc1)Nc1ccc(S(=O)(=O)N2CCOCC2)cc1,-5.9%,-1.8,u,6.1%,-4.8,3.6%,1.8%
COC(=O)[C@]1(C)CCC[C@@]2(C)C3CC[C@@]4(C)C[C@]3(CCC21)CC4=NO (stereo partly specified),-5.6%,x,-16.8%,u,x,x,7.9%
O=[N+]([O-])c1ccc(CNc2ccc(Cl)cc2)s1,10.5%,28.2,-22.1%,u,12.8*,-2.0%,-10.2%
COC(=O)COc1ccc2cccc(-n3cnnn3)c2c1,8.3%,-4.4,5.3%,u,4.1,10.7%,2.5%
CCC1(C)Cc2ccccc2-c2nc(NCCO)n(-c3ccccc3)c(=O)c21 (stereo unspecified),-23.1%&-6.5%,-5.3,-8.4%,u,-3.0,1.7%,3.1%
Cc1sc2nc(-c3cccnc3)nc(Cl)c2c1-c1ccccc1,u,7.3,8.28µM*,u,11.3,-7.2%,3.7%
CC(Oc1ccc2c(c1)oc(=O)c1ccccc12)C(=O)NCCN1CCOCC1 (stereo unspecified),0.3%,-3.7,15.7%,-2.3%,-1.8,3.9%,-0.1%
COc1ccc2nc(NC(=O)CSc3nnc4n3C(C)(C)Cc3ccccc3-4)sc2c1,19.6%,-7.3,7.6%,x,-7.0,5.6%,x
CCCN(CCC)C(=O)c1cc2c(=O)[nH]c3ccc(C)cc3c2s1,11.2µM*,-8.2,u,2.2%,9.0,0.4%,1.3%
O=C(CN1CCN(C(c2ccccc2)c2ccccc2)CC1)Nc1ccc(N2CCOCC2)cc1,22.7%,-0.9,-20.0%,u,1.6,8.4%,2.0%
Cc1csc2ncnc(NC3CCN(Cc4ccccc4)CC3)c12,1.78µM*,-7.6,u,u,-2.3,2.3%,3.4%
COc1cccc(OC)c1C1=NC(C)(C)CO1,17.5%,-9.7,-15.8%,-4.3%,-3.1,-14.0%,2.3%
CCOC(=O)C1=C(CSc2nccn2C)NC(=O)NC1c1ccc(OC)cc1 (stereo unspecified),0.8%,-12.7,x,13.1µM*,1.4,3.2%,-26.5%
COc1ccccc1-c1cc(C(=O)N/N=C/c2sccc2C)c2ccccc2n1,u,-11.7,1.85µM*,1.85µM*,-1.6,0.1%,-5.1%
CCCc1c(C(=O)N/N=C(\C)c2ccc(O)cc2)nnn1-c1nonc1N,-4.0%,-3.4,3.5%,61.7%[activator],16.9,4.6%,-6.0%
O=C(COc1ccccc1)OCC(=O)c1c[nH]c2ccccc12,15.7%,x,-24.5%,u,x,x,-2.5%
O=C(Nc1cccnc1)c1cc([N+](=O)[O-])ccc1Cl,-2.1%,-2.5,-11.8%,-2.1%,-2.6,-2.7%,2.6%
O=C(NCCO)c1nc(C(=O)c2ccc(Cl)cc2)c2ccccc2n1,11.7%,x,0.0%,23.5%,x,x,-4.2%
CC(=O)N1c2ccc(S(=O)(=O)N3CCCC(C(=O)NCc4ccc(Cl)cc4)C3)cc2CC1C (stereo unspecified),5.62µM*,8.7,u,u,10.9,2.9%,-7.5%
Cc1ccc(OCCNC(=O)Cc2ccc(F)cc2)cc1,-10.3%,1.4,-3.8%,-14.4%,-1.1,3.4%,0.9%
COc1ccc2c(c1)c1nc3n(c(=O)c1n2CC(=O)Nc1cc(C)[nH]n1)CCS3,x,7.0,9.0%,18.2%,8.2,-0.9%,x
CCOc1ccccc1-c1nc(CN2CCCC2c2nccs2)c(C)o1 (stereo unspecified),u,-6.4,u,0.5%,1.4,-3.6%,-10.7%
